Apaf-1 inh: inhibitors of human Apaf-1 apoptosome, primary screen, biochemical, DEVD-Rh110 fluorescence, uHTS; Apoptotic protease-activating factor 1 (Homo sapiens), O14727; reconstituted apoptosome caspase-3 activity; inhibition, % at 20 µM; 0.71% of 330,000 active; active = inhibition of at least 40% at 20 µM;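 also: plate controls were DMSO wells for no effect and DEVD-CHO caspase inhibitor wells for full effect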
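System: reconstituted apoptosome with Apaf-1, cytochrome c, caspase-9, procaspase-3, dATP; Signal: Rh110 fluorescence intensity; Schedule: 30 min compound preincubation, 50 min activation, room temperature; Reagent: cytochrome c trigger plus (Z-DEVD)2-Rh110 caspase-3 substrate.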
EBI2 block: EBI2 receptor antagonists, beta-arrestin recruitment, primary screen, cell-based, luminescence, 7a,25-OHC stimulation, uHTS; G-protein coupled receptor 183 (Homo sapiens), P32249; 7a,25-OHC stimulated; inhibition, % at 5 µM; 0.81% of 360,000 active; AID 651636, 2012; in the data active = inhibition above about 38%;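 also: enzyme fragment complementation signal reports receptor beta-arrestin coupling in cells; 0% = agonist plus DMSO wells and 100% = wells without agonist; some results beyond the cut were filed as inactive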
Gli-Sufu antag: Gli-Sufu pathway antagonists, primary screen, luciferase luminescence, Sufu-KO-LIGHT cells, uHTS; Sufu-KO-LIGHT fibroblasts, Gli luciferase reporter luminescence; inhibition, % at 5 µM; 0.74% of 340,000 active;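 active = inhibition above about 55%, limit read from the data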;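 also: 0% = DMSO-treated cells and 100% = wells with medium but no cells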
SENP8 inh: SENP8 protease inhibitors, primary screen, biochemical, luminescence; 1.2% of 330,000 active; Sentrin-specific protease 8 (Homo sapiens), Q96LD8; AID 2540, 2010; inhibition, % at 10 µM; purified SENP8, Z-RLRGG-aminoluciferin cleavage
Target sequence (Q96LD8 whole entry, looked up): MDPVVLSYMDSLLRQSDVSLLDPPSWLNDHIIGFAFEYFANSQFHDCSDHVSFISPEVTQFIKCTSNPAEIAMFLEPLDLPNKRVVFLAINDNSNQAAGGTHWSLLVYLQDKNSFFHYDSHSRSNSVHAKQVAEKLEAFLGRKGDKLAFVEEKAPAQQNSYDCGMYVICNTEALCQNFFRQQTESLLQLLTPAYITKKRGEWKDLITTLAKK
UBC13 polyUb: UBC13 polyubiquitin chain formation inhibitors, primary screen, biochemical, TR-FRET, uHTS. inhibition, % at 20 µM. 0.47% of 330,000 active; in the data active = inhibition above about 45%, passing the limit was not always enough
Target sequence (P61088 whole entry, looked up): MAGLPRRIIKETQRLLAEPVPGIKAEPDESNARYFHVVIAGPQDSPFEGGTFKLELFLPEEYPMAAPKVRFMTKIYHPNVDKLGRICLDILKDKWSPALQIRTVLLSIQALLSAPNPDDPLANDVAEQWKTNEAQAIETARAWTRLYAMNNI
CCR6 antagonist: CCR6 receptor antagonists, primary screen, cell-based, CHO-K1, luminescence, beta-arrestin, uHTS | CHO-K1 CCR6 PathHunter beta-arrestin, CCL20-stimulated | inhibition, % at 20 µM | 0.49% of 340,000 active;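 active = compounds whose inhibition of the agonist-driven luminescence signal at 20 µM reaches about 50%, limit read from the data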;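 also: cells stimulated with CCL20 at 14 nM final; plate controls were DMSO with CCL20 for no effect and DMSO without agonist for full effect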
Target sequence (P51684 whole entry, looked up): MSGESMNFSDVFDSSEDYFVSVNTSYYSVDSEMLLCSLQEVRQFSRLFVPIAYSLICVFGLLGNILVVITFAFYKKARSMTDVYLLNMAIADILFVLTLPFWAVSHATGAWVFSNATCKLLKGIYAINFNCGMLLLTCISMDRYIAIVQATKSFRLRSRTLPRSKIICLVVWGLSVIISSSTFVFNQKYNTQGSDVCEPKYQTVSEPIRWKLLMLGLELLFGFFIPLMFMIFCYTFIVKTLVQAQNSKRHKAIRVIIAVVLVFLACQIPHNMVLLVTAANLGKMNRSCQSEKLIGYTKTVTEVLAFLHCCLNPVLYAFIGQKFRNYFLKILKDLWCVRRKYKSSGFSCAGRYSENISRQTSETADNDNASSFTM
Jurkat NFkB inh: inhibitors of induced NF-kB luciferase reporter, primary screen, TCR NF-kB activation inhibitor project, cell-based, luminescence, uHTS. Jurkat, PMA/ionomycin-induced NF-kB luciferase reporter. inhibition, % at 4 µM. 0.53% of 330,000 active. AID 435003, 2010
697 NFkB inh: inhibitors of PMA/ionomycin-induced NF-kB reporter, 697 cells, primary screen, B-cell NF-kB inhibitor project, cell-based, luminescence, uHTS | 697 B-cell NF-kB luciferase reporter, 16 h | inhibition, % at 4 µM | 0.33% of 330,000 active | AID 435022, 2010; in the data active = inhibition above about 35%
Active calls of the source: *; / = no result given. Rule as the data show it, unless noted: active = inhibition above about 50%; inactive = the rest. Some of the compounds tested; count on the stated rates, not on these rows.

SMILES	Apaf-1 inh	EBI2 block	Gli-Sufu antag	SENP8 inh	UBC13 polyUb	CCR6 antagonist	Jurkat NFkB inh	697 NFkB inh
COc1ccc(NC(=O)C2(S(=O)(=O)c3ccc(C)cc3)CC2)cc1	-6	3	-11	7	-6	4	6	20
COc1cnc(-c2ccccn2)nc1Sc1ccc(C)cc1	15	1	4	-1	14	25	-5	-20
COc1ccc(CC(=O)OCC(=O)c2ccc[nH]2)cc1	6	-9	-6	-11	-9	-5	-2	-27
O=C1C(Cl)=C(NCC2CCCO2)C(=O)N1c1ccccc1 (stereo unspecified)	-9	-7	1	4	9	-2	-3	6
CCOC(=O)n1c(SCC(N)=O)nc2ccccc21	-1	-4	1	4	11	4	5	16
NS(=O)(=O)c1ccc(CCNC(=O)Cc2ccc(S(=O)(=O)N3CCCC3)s2)cc1	1	-9	3	-4	-7	-2	4	6
CC(=O)c1ccc(N=Cc2c(O)n(-c3cc(Cl)ccc3N3CCOCC3)c(=O)c3ccccc23)cc1	16	8	-10	-5	-19	-5	8	1
CCSc1nnc(-c2ccncc2)o1	-2	6	-2	7	0	-2	-2	24
Cc1occc1C(=O)N/N=C/c1sc(N2CCOCC2)nc1-c1ccccc1	4	-2	-7	-5	7	3	-15	22
O=S(=O)(NCc1cccc(C(F)(F)F)c1)NCc1ccccc1F	9	-13	-3	0	7	7	2	15
CC(C)CNC(=O)C1Nc2ccccc2C2C=CCC12 (stereo unspecified)	10	-12	-7	-11	-48	-3	-4	19
CN(C)S(=O)(=O)c1ccc(Nc2nc(C3CC3)nc3c2nnn3Cc2ccccc2Cl)cc1	-6	25	45	-8	-8	10	57*	-16
COc1ccc(N2CCN(Cc3nc4scc(-c5ccccc5)c4c(=O)[nH]3)CC2)cc1	44*	-2	15	-2	4	-1	7	-3
CCC(=O)N1CC23C=CC(CC2CC12CCCCC2)O3 (stereo unspecified)	6	3	4	1	8	9	13	20
COc1ccc(S(=O)(=O)N2CCCC2CNC(=O)C(=O)NC2CC2)cc1 (stereo unspecified)	-5	-9	-3	-3	-3	7	13	17
COc1ccccc1OCCNC(=O)CCNC(=O)c1ccccc1Cl	10	-2	8	0	-2	-1	-12	-5
COc1ccc(N=Nc2ccc(N)nc2N)cc1	11	7	-117	73*	-177	12	-148	-208
CCc1ccccc1NC(=O)CN1CCN(CC(=O)Nc2ccc(-c3ccccc3)cc2)CC1	9	6	27	0	3	18	-1	12
CC(=O)c1sc(-c2ccccc2)cc1NS(=O)(=O)c1ccccc1	-19	-9	-4	-6	-3	8	-11	-5
O=C1C2CC=CCC2C(=O)N1c1ccc(Cc2ccncc2)cc1 (stereo unspecified)	-11	-10	12	3	4	1	0	-12
O=C1CC(c2cc3c(cc2Br)OCO3)C2=C(CCCC2=O)N1 (stereo unspecified)	-8	7	31	-1	1	7	1	4
N/C(=N\OC(=O)Cc1cccc2ccccc12)c1ccccn1	8	-5	-39	-11	-7	-10	-66	-123
Cc1cc2sc3nc(=O)n(-c4ccccc4)c(=O)n3c2cc1C	-7	8	-91	9	2	4	-121	-69
CCc1ccc(OCC(=O)NCCN(C)C)c(Br)c1	-1	-12	-8	-6	8	6	3	8
CCN(CCO)c1ccc(N=Nc2cc(C)[nH]n2)cc1	4	-3	-4	-13	-308	29	-23	-87
COc1ccc(NC(=O)c2ccc(CNc3c(N4CCCC4)c(=O)c3=O)cc2)cc1Cl	-6	-4	4	-2	17	6	13	16
COc1ccccc1NC(=O)CC(=O)CSc1nnc(-c2ccc(C)cc2)n1C	7	2	-4	-9	-12	7	-10	2
COc1ccc(NS(=O)(=O)c2csc(C(N)=O)c2)cc1OC	7	-2	5	5	5	-1	-10	5
CN(C)S(=O)(=O)n1cc(/C=C(\NC(=O)c2ccccc2)C(=O)NCCCN2CCOCC2)c2ccccc21	-5	3	-2	-4	1	4	-18	-21
COc1cc2oc(=O)ccc2c(OC)c1CC(O)C(C)(C)O (stereo unspecified)	-8	-3	-9	10	6	0	-12	2
Cc1c(O)nc(SCC(=O)Nc2cccc(C(F)(F)F)c2)n(-c2ccccc2)c1=O	3	-1	-6	-1	-4	7	2	-8
O=S(=O)(c1ccc(Cl)nc1)N1CCCC1	0	-3	0	2	2	-1	4	18
CCOC(=O)NNC1CC(=O)N(c2ccccc2)C1=O (stereo unspecified)	5	-14	-13	1	-4	-6	-6	-8
COc1ccccc1C(=O)Nc1ccc(-c2nnn(CC(=O)NCc3ccco3)n2)cc1	-2	-8	-11	1	2	6	13	-3
COc1ccccc1-n1c(CNC(=O)c2ccco2)n[nH]c1=S	7	-3	-7	2	5	-19	-5	23
COC(OC)c1ccnc(-c2ccc(OC(=O)c3ccccc3)cc2)n1	11	0	-15	-8	3	8	-9	-2
CCOc1ccc(-n2c(=O)[nH]cc(C(=O)Nc3ccc(OC)c(OC)c3)c2=O)cc1	-11	-3	5	5	0	11	-1	6
CCOc1ccccc1CN1CCN(Cc2cccc3c2OCO3)CC1CCO (stereo unspecified)	8	5	11	-6	-9	-5	0	-11
CCC(C)NC(=O)/C=C1\Sc2ccccc2NC1=O (stereo unspecified)	-4	-9	-7	-2	2	3	-5	-14
CC(C)N(C(=O)Cn1cc(SCC(=O)NCc2ccco2)c2ccccc21)C(C)C	-8	1	3	0	3	4	8	11
CC1CCc2nn(CC(=O)N3CCN(C(=O)c4ccco4)CC3)cc2C1 (stereo unspecified)	-9	-4	3	-6	1	3	23	0
Cc1ccnc(SCC(=O)N2CCC(C(N)=O)CC2)n1	-13	-9	3	-1	9	4	4	1
C=CCn1cc(C(=O)NCc2ccco2)c(=O)c2cc(S(=O)(=O)N3CCCCCC3)ccc21	10	8	8	-4	-4	10	11	18
CCOC(=O)c1sc(NC(=O)CN2C(=O)NC3(CC(C)CC(C)(C)C3)C2=O)c(C(=O)OCC)c1C (stereo unspecified)	-2	1	4	-4	-6	10	1	8
CCSc1nnc(-c2ccc(C)cc2)c2ccccc12	13	6	5	-1	10	27	6	8
COC(=O)c1ccc(NC(=S)NC2c3ccccc3CC2O)cc1 (stereo unspecified)	5	0	-3	0	9	-2	11	-22
Cc1cc(C(=O)NC(C)c2ccncc2)no1 (stereo unspecified)	0	-28	-3	-1	-24	11	-5	5
COc1ccc2cc(CN(Cc3cccnc3)Cc3nnnn3Cc3ccccc3)c(=O)[nH]c2c1	-8	/	-4	-2	-2	3	-23	10
O=C(O)/C=C\C(=O)Nc1ccccc1F	5	-9	-6	-13	-5	8	-10	-16
CCn1c(=O)cc(OCC(=O)N2CCN(c3ccc(F)cc3)CC2)c2ccccc21	2	11	13	-7	3	15	-3	22

Remaining list, next part.
SMILES	Apaf-1 inh	EBI2 block	Gli-Sufu antag	SENP8 inh	UBC13 polyUb	CCR6 antagonist	Jurkat NFkB inh	697 NFkB inh
OC(COCC1COc2ccccc2O1)CN1CCN(c2ccccc2F)CC1 (stereo unspecified)	2	-7	3	-2	4	17	15	11
O=C(Nc1ccc(NC(=O)c2cccs2)cn1)c1ccccc1	-3	3	-82	38	4	4	-119	3
COc1ccccc1C1c2[nH]c3ccccc3c2CCN1Cc1ccc(NC(C)=O)s1 (stereo unspecified)	-2	0	-26	2	16	1	6	10
CC(N=Cc1c(O)c2ccccc2oc1=O)C(=O)O (stereo unspecified)	-15	-13	-5	2	13	7	9	14
Cc1cc(C)n(C(=O)CNC(=O)CCc2ccccc2)n1	6	-1	0	-6	-20	6	-2	2
COc1ccc(OC)c(S(=O)(=O)N2CCCC(C(=O)NCc3cccnc3)C2)c1 (stereo unspecified)	2	-8	6	1	2	3	5	9
Nn1c(CSc2ccccn2)nc2ccccc2c1=O	-2	-1	-1	-2	15	0	-12	-52
O=C(CSc1ncn[nH]1)NCCCc1ccccc1	-6	-2	3	-5	1	4	10	4
CCOC(=O)c1c(C)[nH]c(N=Nc2ccc(OC)cc2)c1C	-9	13	-81	33	-1	24	-119	-116
CCOC(=O)/C(C#N)=N/Nc1ccc(S(=O)(=O)Nc2cc(OC)nc(OC)n2)cc1	-17	6	4	4	-15	25	8	1

Part of the list above, as comma-separated lines:
Structure,Apaf-1 inh,EBI2 block,Gli-Sufu antag,SENP8 inh,UBC13 polyUb,CCR6 antagonist,Jurkat NFkB inh,697 NFkB inh
COc1ccc(OC)c(S(=O)(=O)N2CCCC(C(=O)NCc3cccnc3)C2)c1 (stereo unspecified),2,-8,6,1,2,3,5,9
OC(COCC1COc2ccccc2O1)CN1CCN(c2ccccc2F)CC1 (stereo unspecified),2,-7,3,-2,4,17,15,11
O=C(CSc1ncn[nH]1)NCCCc1ccccc1,-6,-2,3,-5,1,4,10,4
Cc1cc(C)n(C(=O)CNC(=O)CCc2ccccc2)n1,6,-1,0,-6,-20,6,-2,2
O=C(Nc1ccc(NC(=O)c2cccs2)cn1)c1ccccc1,-3,3,-82,38,4,4,-119,3
CC(N=Cc1c(O)c2ccccc2oc1=O)C(=O)O (stereo unspecified),-15,-13,-5,2,13,7,9,14
CCOC(=O)/C(C#N)=N/Nc1ccc(S(=O)(=O)Nc2cc(OC)nc(OC)n2)cc1,-17,6,4,4,-15,25,8,1

Next entries follow.
SMILES	Apaf-1 inh	EBI2 block	Gli-Sufu antag	SENP8 inh	UBC13 polyUb	CCR6 antagonist	Jurkat NFkB inh	697 NFkB inh
Cc1noc(C)c1NC(=O)N(C)C[C@H]1Oc2c(NC(=O)NC(C)C)cccc2C(=O)N([C@H](C)CO)C[C@@H]1C	-2	-8	19	5	3	-6	22	-6
COc1cc(Cl)c(C)cc1NC(=O)c1ccc(NS(=O)(=O)c2ccc(F)c(F)c2)cc1	4	6	-5	-2	-4	6	1	6
CN(C)C(CNC(=O)CSc1nc2sc3c(c2c(=O)n1C)CCC3)c1ccccc1 (stereo unspecified)	0	-2	27	-3	-4	0	1	-3
CCn1c(=O)c([N+](=O)[O-])c(NCCc2ccc(OC)c(OC)c2)c2ccccc21	5	1	8	-1	-16	10	0	-14
Cc1ccc(S(=O)(=O)NCCSc2nnnn2-c2ccccc2)cc1	-7	8	-15	0	4	26	6	20
CC(C)[C@H](NC(N)=O)C(=O)Nc1cccc(S(=O)(=O)N2CCOCC2)c1	-5	1	1	1	3	-12	-3	22
CSCCC(NC(=O)c1ccccc1)C(=O)NCCc1ccccc1 (stereo unspecified)	12	-1	3	1	-1	13	-9	-7
Cc1ccc(Nc2nc(-c3ccc(S(=O)(=O)N4CCOCC4)cc3)cs2)cc1Cl	7	26	14	8	0	-2	14	-96
Clc1ccc(-c2cc(C3CCNCC3)[nH]n2)cc1	4	12	10	-8	10	13	1	10
CCOC(=O)/C(N=Nc1c(Br)cc(Br)cc1Br)=C(\C)O	14	-3	4	-1	6	7	8	7
CC(C)C(NC(=O)c1ccc(F)cc1)C(=O)N1CCN(C(=O)c2ccco2)CC1 (stereo unspecified)	-36	0	7	-1	7	-9	16	14
Cc1ccc(S(=O)(=O)Nc2ccc(O)c(S(=O)(=O)c3ccc(C)cc3)c2)cc1	12	-18	-3	13	-4	4	2	34
COc1cccc2cc(C(=O)OCC(=O)NC3CCCC(C)C3C)c(=O)oc12 (stereo unspecified)	6	4	1	12	4	-7	-7	-2
CC#CCN1c2ccccc2[C@]23C[C@@H](C(=O)OC)N(C(=O)NC4CCCCC4)C2=NC(C(=O)OC)=C(C(=O)OC)[C@H]13	4	5	-8	-11	-14	18	11	0
CC(C)OCCCn1c(SCC(=O)N2CCCC2=O)nc2ccccc2c1=O	-3	-9	1	-8	-3	0	3	9
Cc1ccc(CNC(=O)CCc2nc3ccccc3c(=O)[nH]2)cc1	2	6	0	-5	4	-11	-11	3

Screening results as filed in PubChem BioAssay.
